Assay outcomes as filed in PubChem.
ADAM10 inh = ADAM10 inhibition, QFRET primary screen; O14672; recombinant ADAM10, EDANS/DABCYL FRET peptide cleavage, 3 h; inhibition, % at 7 µM; actives 0.62% (n = 370,000); AID 720582;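 active means inhibition above a per-campaign cutoff equal to the mean of compounds falling between control-based bounds plus 3 SD, cut at about 20% in these data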;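 further: 0% = DMSO wells while the 100% control is not disclosed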
HGIII-sPLA2 inh = Blocks human group III sPLA2 activity. Q9NZ20. inhibition, % at 12.2 µM. QFRET BODIPY PC-A2 liposome hydrolysis, fluorescence. actives 0.56% (n = 370,000);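 active means inhibition above mean plus 3 SD of compounds lying within the high and low control bounds, cut at about 19% in these data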;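 further: 0% = median of test compound wells and 100% = no enzyme DMSO wells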
Target sequence (Q9NZ20 whole entry, looked up): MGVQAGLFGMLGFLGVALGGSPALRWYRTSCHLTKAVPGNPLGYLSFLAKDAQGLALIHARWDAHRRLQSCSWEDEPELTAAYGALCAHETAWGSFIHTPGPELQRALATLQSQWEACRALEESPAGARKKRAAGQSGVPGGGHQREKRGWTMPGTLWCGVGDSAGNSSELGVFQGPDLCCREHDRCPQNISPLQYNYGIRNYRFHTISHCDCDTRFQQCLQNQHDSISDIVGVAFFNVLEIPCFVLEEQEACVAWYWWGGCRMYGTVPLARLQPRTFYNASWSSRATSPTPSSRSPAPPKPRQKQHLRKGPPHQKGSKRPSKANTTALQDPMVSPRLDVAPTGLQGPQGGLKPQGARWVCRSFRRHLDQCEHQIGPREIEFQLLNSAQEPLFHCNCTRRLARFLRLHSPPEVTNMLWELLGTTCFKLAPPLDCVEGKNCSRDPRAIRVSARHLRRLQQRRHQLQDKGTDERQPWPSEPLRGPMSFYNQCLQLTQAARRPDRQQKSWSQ
DDE Tn6 FP inh = DD(E)-Tn6 binding inhibition, primary FP screen; P02675; Fibrin DD(E) TRITC-Tn6 fluorescence polarization displacement; AID 720509; actives 0.21% (n = 370,000); inhibition, % at 8.3 µM;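 active means inhibition above a per-campaign cutoff: mean of compounds within control limits plus 3 SD, cut at about 15% in these data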;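 further: 0% = median of all compound wells on the plate and 100% = blocking peptide control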
Target sequence (P02675 whole entry, looked up): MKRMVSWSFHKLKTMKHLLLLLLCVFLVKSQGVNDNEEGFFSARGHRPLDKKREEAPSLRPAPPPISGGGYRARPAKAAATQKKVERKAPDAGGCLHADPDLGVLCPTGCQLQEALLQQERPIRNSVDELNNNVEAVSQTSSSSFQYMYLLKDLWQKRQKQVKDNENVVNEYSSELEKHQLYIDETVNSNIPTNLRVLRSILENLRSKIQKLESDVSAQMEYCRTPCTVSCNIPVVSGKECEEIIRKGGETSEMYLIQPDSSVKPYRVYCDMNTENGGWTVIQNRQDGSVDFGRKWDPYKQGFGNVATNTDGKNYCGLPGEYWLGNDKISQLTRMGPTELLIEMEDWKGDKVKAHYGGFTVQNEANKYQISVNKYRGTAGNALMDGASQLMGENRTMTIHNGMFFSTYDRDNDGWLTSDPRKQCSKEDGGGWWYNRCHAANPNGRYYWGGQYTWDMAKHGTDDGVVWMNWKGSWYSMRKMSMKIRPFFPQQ
ASAP1 GAP inh = inhibitors of human ASAP1 ArfGAP activity. Q9ULH1. ASAP1-stimulated ARF1 GTP hydrolysis, GDP FP detection. inhibition, % at 16.5 µM. actives 0.19% (n = 360,000). AID 624377; in the data active means inhibition above about 25%;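 further: 0% = vehicle with enzyme and substrate and 100% = no enzyme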
ARFGAP1 inh = inhibitors of rat ARFGAP1; Q62848; Arfgap1-stimulated ARF1 GTP hydrolysis, GDP FP detection; inhibition, % at 16.5 µM; actives 0.26% (n = 360,000); AID 651572;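 active means inhibition above a per-plate limit, mean inhibition of low control wells plus 3 SD, cut at about 25% in these data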;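 further: 0% = DMSO wells with enzyme and 100% = wells lacking Arfgap1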
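Repeats: one replicate per compound; assay system: rat Arfgap1 catalytic domain, aa 1-136; times: enzyme reaction 120 min at 25 °C after 20 min preincubation; detection: FP of antibody-bound GDP Alexa 633 tracer, ex 620/em 688 nm; benchmarks: high control wells lacking Arfgap1, low control full reaction with DMSO; reagent: human ARF1(Δ1-17)-GTP substrate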
rCAG binder = r(CAG) repeat RNA binding; TO-PRO-1 dye displacement fluorescence; inhibition, % at 3 µM; actives 1.3% (n = 370,000); AID 651821;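 active means inhibition above the plate cutoff, the mean of all test compounds on that plate plus 3 SD, cut at about 35% in these data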;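 further: 0% = DMSO alone and 100% = 100 µM mitoxantrone as full dye displacement; higher means more dye released from RNA so lower well fluorescence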
NPR1 activator = GC-A (human) enzyme activation; AID 1671463; activation, % at 10 µM; actives 0.14% (n = 370,000); HEK293 GC-A cells, cGMP TR-FRET, EC30 ANP; 0% at EC30 ANP, 100% saturating ANP; in the data active means activation above about 40%
NPR2 activator = GC-B (human) receptor activation; actives 0.11% (n = 370,000); activation, % at 10 µM; HEK293-GC-B cells, CNP EC30, cGMP TR-FRET; 0% at EC30 CNP, 100% saturating CNP; P20594;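 active means activation at 10 µM reaching about 35% in either raw or pattern-adjusted values, limit read from the data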
GAA850 FXN act = frataxin GAA850 promoter activation; HEK293 lucGAA850 FXN promoter luciferase reporter, 24 h; percent of 10 µM SAHA response; activation, % at 6 µM; actives 0.56% (n = 360,000);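 active means activation above the average of all compounds screened plus 3 SD, cutoff fixed separately per campaign, cut at about 7.5% in these data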;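 further: 0% = DMSO wells and 100% = 10 µM SAHA wells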
KLK7 zymogen act = activates the human kallikrein-7 zymogen; P49862; purified proKLK7, EDANS-DABCYL substrate fluorescence; 100% is mature enzyme control, 0% vehicle; activation, % at 7 µM; actives 0.9% (n = 370,000); AID 652039;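 active means activation above the mean of all tested compounds plus 3 SD, computed per campaign excluding outliers beyond control limits, cut at about 13% in these data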
Starred values were filed as active, the others as inactive.

SMILES	ADAM10 inh	HGIII-sPLA2 inh	DDE Tn6 FP inh	ASAP1 GAP inh	ARFGAP1 inh	rCAG binder	NPR1 activator	NPR2 activator	GAA850 FXN act	KLK7 zymogen act
O=C(Nc1cccc(C(=O)Nc2ccc(Cl)cn2)c1)c1ccccc1	3	-5	-17	4	7	0	1	7	0.2	0.5
O=C(NCc1ccco1)c1ccc(OCC2CCCO2)cc1 (stereo not drawn)	-11	5	-1	-15	5	-4	-1	0	-3.5	-0.3
CCOc1ccc(C(=O)Nc2c3c(nn2-c2cccc(C)c2C)CS(=O)C3)cc1 (stereo not drawn)	1	8	-4	2	2	2	6	-4	-0.3	0.0
CCCCNC(=O)Nc1ccc(Br)cn1	0	5	-3	0	4	1	0	4	2.3	-0.2
Cc1ccc(OC(=O)CCNC(=O)c2ccccc2Cl)c(Br)c1	3	-9	2	10	-6	-1	-3	-2	-0.2	0.0
O=C(CSc1cccc2cccnc12)OCC(=O)c1ccccc1	-222	-30	-2	11	16	-3	-1	-8	0.1	73*
Cc1cc(C)nc(NS(=O)(=O)c2ccc(NC(=O)Cn3c(=O)oc4ccccc43)cc2)n1	-8	-6	0	-2	2	6	-1	3	-0.4	-0.1
Cn1nc(C(=O)NNC(=O)COc2ccccc2)c2ccccc2c1=O	-2	-5	1	-2	2	-1	-1	0	1.6	0.4
Cc1cc2c(c(=O)n1Cc1ccco1)C(c1cccnc1)C(C#N)=C(N)O2 (stereo not drawn)	-47	-1	0	-14	-12	2	-2	-1	1.8	0.3
CC(C)(Oc1ccc(Cl)cc1)C(=O)OCn1nnc2ccccc2c1=O	7	-4	10	3	-1	-2	0	0	-0.6	1.0
CS(=O)(=O)c1ccc(Cl)c(NC(=O)COC(=O)Cc2c[nH]c3ccccc23)c1	2	-44	5	3	21	5	-1	2	0.2	0.2
COc1cc(OC)cc(OC)c1	-9	16	-7	-14	-6	0	-1	6	-0.4	0.1
O=C(CC1C(=O)NCCN1Cc1ccc(-c2ccccc2)cc1)NCc1ccccc1 (stereo not drawn)	-4	-9	5	0	-8	-8	-4	-8	0.9	0.3
CCCc1[nH]nc2c1C(C1CC=CCC1)C(C#N)=C(N)O2 (stereo not drawn)	1	-9	0	-2	6	-3	-7	2	-1.9	-0.4
O=S(=O)(NCCN1CCCC1)c1ccc(C(F)(F)F)cc1	3	7	7	-1	8	8	2	3	-0.4	-0.3
O=C(NCCCNC(=O)c1cnccn1)c1ccc(Br)cc1	2	5	0	-3	4	-2	0	-1	0.6	-0.7
COc1ccc(OC)c(-c2nc(C(=O)NC3CCN(Cc4ccccc4)CC3)cc3c2[nH]c2ccccc23)c1	-89	-3	-3	12	14	9	21	28	1.6	-11
COc1ccc(-n2ncc3c2CC(C)(C)CC3NC(=O)c2ccc(OC)o2)cc1 (stereo not drawn)	-2	-17	-6	-1	1	-3	2	-6	3.6	0.8
COCOCCn1cc(CN2CCS(=O)(=O)N(Cc3ccc(-c4ccc(F)cc4)cc3)C(C(C)C)C2=O)nn1 (stereo not drawn)	8	-28	1	7	-4	3	14	-10	-2.3	1.2
COc1ccc2nc(Nc3nc(-c4ccncc4)cs3)sc2c1	2	-2	-15	6	-3	20	-2	-5	6.0	-0.4

2 records picked at random from those above:
SMILES	ADAM10 inh	HGIII-sPLA2 inh	DDE Tn6 FP inh	ASAP1 GAP inh	ARFGAP1 inh	rCAG binder	NPR1 activator	NPR2 activator	GAA850 FXN act	KLK7 zymogen act
COc1ccc(-n2ncc3c2CC(C)(C)CC3NC(=O)c2ccc(OC)o2)cc1 (stereo not drawn)	-2	-17	-6	-1	1	-3	2	-6	3.6	0.8
COc1ccc2nc(Nc3nc(-c4ccncc4)cs3)sc2c1	2	-2	-15	6	-3	20	-2	-5	6.0	-0.4

Other entries follow:
SMILES	ADAM10 inh	HGIII-sPLA2 inh	DDE Tn6 FP inh	ASAP1 GAP inh	ARFGAP1 inh	rCAG binder	NPR1 activator	NPR2 activator	GAA850 FXN act	KLK7 zymogen act
COC(=O)c1ccc(OC(=O)C2CC(=O)N(c3ccc(C)cc3C)C2)cc1 (stereo not drawn)	8	2	-13	6	14	-3	1	-1	0.1	-0.2
CC(C)(C)C1CCNC(=O)CC1 (stereo not drawn)	-16	8	-1	-2	-5	-1	1	-2	-1.3	0.8
O=C(C1=C[C@@H](c2ccc(C(F)(F)F)cc2)C[C@@H](OCc2ccc(CO)cc2)O1)N1CCOCC1	3	-16	-3	-8	5	-7	-2	-2	-0.5	0.3
CCOC(=O)c1cnn(-c2nc(-c3ccccc3F)cs2)c1C(F)(F)F	8	0	-5	14	-3	2	-4	-1	-0.8	-0.6
COc1ccc(C(=O)Nc2ccccc2C(=O)NCc2cccnc2)cc1OC	-12	4	6	1	15	-5	3	2	-0.9	0.2
CNC(=O)NC1CCCc2ccccc21 (stereo not drawn)	8	1	-1	4	-2	-2	1	4	1.9	-0.1
C[C@H](CO)N1C[C@H](C)[C@@H](CN(C)S(=O)(=O)c2ccccc2)Oc2c(NC(=O)C3CCCCC3)cccc2C1=O	-4	-2	2	4	-10	-2	0	4	-1.5	0.8
C=CCN1CN(CCc2ccccc2)CNC1=S	-7	15	4	5	9	-5	0	2	-0.6	-0.1
CC(=O)N1CCN(c2ncnc3ccccc23)CC1	3	2	-5	1	3	1	2	2	-0.8	-0.6
Cc1cccc(OCCCN2CCOCC2)c1C	1	0	-1	3	-8	-6	-1	5	0.2	0.1
CCOc1ccccc1NC(=O)NCc1ccc(F)cc1	5	0	5	-20	-1	0	-1	-2	-1.2	-0.3
C=CC[C@@H](CC(=O)N[C@@H](CO)Cc1ccccc1)C(=O)NCCOC(=O)[C@@H](CC=C)CC(=O)OC(C)(C)C	10	-7	-9	3	5	-1	2	3	-3.1	-0.6
O=C(CCl)NC1(C(F)(F)F)C(=O)Nc2c1c(=O)[nH]c(=O)n2-c1ccccc1 (stereo not drawn)	11	6	-4	4	4	2	1	0	0.5	0.0
O=C1CN(Cc2cc(=O)oc3cc4c(cc23)CCC4)CCN1	-22	-2	6	16	-2	3	2	6	1.9	0.3
COc1ccc2c(c1)CCC1(C)CC(=O)C=C21 (stereo not drawn)	-369	-7	8	8	11	2	0	-5	1.5	1.5
C=CCNC(NC(=O)c1ccccc1)(C(=O)OCC)C(F)(F)F (stereo not drawn)	-1	4	-4	-8	6	0	3	4	2.9	0.3
Cc1nc2nc3c(cn2n1)C(=O)CCC3	-6	0	6	10	-9	0	3	1	-0.6	-0.3
O=C1CC(c2ccccc2)CC(O)=C1C=NCCCN1CCOCC1 (stereo not drawn)	-1	-3	-1	-1	7	-3	0	-6	-0.6	0.4
CC1=C(C(=O)Nc2ccc(C(=O)NCCCN3CCCCC3)cc2)SCCO1	-7	2	-4	-5	6	-2	2	3	2.0	-0.7
CC(C)N(C(=O)CN1C(=O)NC2(CCCCCC2)C1=O)C(C)C	-16	7	-6	-7	11	2	-5	-2	0.2	-0.4

Looked up above:
In ADAM10 inh, `CC1=C(C(=O)Nc2ccc(C(=O)NCCCN3CCCCC3)cc2)SCCO1` has the entry -7
In GAA850 FXN act, `O=C1CN(Cc2cc(=O)oc3cc4c(cc23)CCC4)CCN1` has the entry 1.9
In NPR2 activator, `CCOc1ccccc1NC(=O)NCc1ccc(F)cc1` has the entry -2
In rCAG binder, `O=C1CC(c2ccccc2)CC(O)=C1C=NCCCN1CCOCC1` (stereo not drawn) has the entry -3

Next part.
SMILES	ADAM10 inh	HGIII-sPLA2 inh	DDE Tn6 FP inh	ASAP1 GAP inh	ARFGAP1 inh	rCAG binder	NPR1 activator	NPR2 activator	GAA850 FXN act	KLK7 zymogen act
CCN1CCN(c2nc3c(C)cccn3c(=O)c2/C=C(\C#N)S(=O)(=O)c2ccc(C)cc2)CC1	-29	-6	-9	0	-5	-1	11	4	-2.1	2.8
CC(C)=C(NC(=O)c1ccccc1)C(=O)Nc1cccc(C(=O)O)c1	-2	3	-1	9	-7	1	-2	1	0.9	0.1
COc1cc(/C=N/NC(=O)c2ccccn2)ccc1OC(=O)c1cccs1	5	-9	8	0	3	-1	-3	-1	3.5	-0.6
C=COCCCNc1ncnc2sc(-c3ccccc3)cc12	-213	5	-5	3	8	1	9	2	-0.2	0.5
COc1ccc(-c2cc(C(=O)c3c(N)n(C)c(=O)n(C)c3=O)c3ccccc3n2)cc1OC	-8	3	3	6	-2	2	6	5	4.3	-0.2
O=C(O)c1ccc2c3c(cccc13)C(=O)N(c1ccccc1)C2=O	-24	-5	-3	-5	-13	8	1	2	3.3	-0.1
CN(C(=O)c1ccc(NC(=O)Cc2cccc(NC(=O)C3CCN(C(=O)C4CCCCC4)CC3)c2)cc1)C1CCCC1	2	-38	-5	2	0	0	3	-6	0.7	0.1
O=C(O)CSCC(=O)Nc1ccc(S(=O)(=O)N2CCCCC2)cc1	-9	1	4	2	12	29	1	4	0.0	-0.7
O=C(CN1C(=O)NC(Cc2ccccc2)C1=O)Nc1ccc(F)c(Cl)c1 (stereo not drawn)	-2	-4	1	3	2	4	2	-1	1.4	-0.1
CC(Oc1ccc(C(=O)c2ccc(F)cc2)cc1)C(=O)N1CCOCC1 (stereo not drawn)	0	-7	-1	-7	-7	0	-2	0	-0.5	0.5
Cc1[nH]nc2c1C(c1ccc(N(C)C)cc1)C1=C(CC(C)(C)CC1=O)N2 (stereo not drawn)	-12	7	-1	-1	4	-3	0	4	2.2	0.3
CCOC(=O)N1CCN(C(=O)Nc2ccc3nccnc3c2)CC1	-169	2	1	-14	-17	0	3	0	1.1	5.8
O=C(Cn1cnc([N+](=O)[O-])c1)Nc1cc(Oc2ccc(Cl)cc2Cl)cc([N+](=O)[O-])c1	23*	-13	6	7	4	22	0	-15	-2.9	0.7
O=C(O)c1ccc(N/N=C/c2cn(-c3ccccc3)nc2-c2cccs2)cc1	-31	-16	-11	-6	-3	70*	1	-5	5.7	-0.9

Six consecutive entries from above, for reference:
SMILES	ADAM10 inh	HGIII-sPLA2 inh	DDE Tn6 FP inh	ASAP1 GAP inh	ARFGAP1 inh	rCAG binder	NPR1 activator	NPR2 activator	GAA850 FXN act	KLK7 zymogen act
O=C(CN1C(=O)NC(Cc2ccccc2)C1=O)Nc1ccc(F)c(Cl)c1 (stereo not drawn)	-2	-4	1	3	2	4	2	-1	1.4	-0.1
CC(Oc1ccc(C(=O)c2ccc(F)cc2)cc1)C(=O)N1CCOCC1 (stereo not drawn)	0	-7	-1	-7	-7	0	-2	0	-0.5	0.5
Cc1[nH]nc2c1C(c1ccc(N(C)C)cc1)C1=C(CC(C)(C)CC1=O)N2 (stereo not drawn)	-12	7	-1	-1	4	-3	0	4	2.2	0.3
CCOC(=O)N1CCN(C(=O)Nc2ccc3nccnc3c2)CC1	-169	2	1	-14	-17	0	3	0	1.1	5.8
O=C(Cn1cnc([N+](=O)[O-])c1)Nc1cc(Oc2ccc(Cl)cc2Cl)cc([N+](=O)[O-])c1	23*	-13	6	7	4	22	0	-15	-2.9	0.7
O=C(O)c1ccc(N/N=C/c2cn(-c3ccccc3)nc2-c2cccs2)cc1	-31	-16	-11	-6	-3	70*	1	-5	5.7	-0.9
